Assay outcomes (PubChem BioAssay)
KCNH2 3.1 inh: qHTS for Inhibitors of KCHN2 3.1: Mutant qHTS; AID 720553, 2013; Potassium voltage-gated channel subfamily H member 2, brain isoform KCNH2 3.1 (human); 0.95% of 340,000 active; activity change, % (tested at about 1.8 µM); U2OS KCNH2 3.1, thallium flux FluxOr; hits give low values;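 active means maximum activity change below -70%; inconclusive means maximum activity change from -70% to -50%; inactive means maximum activity change above -50%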;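 further: thallium influx rate constant from kinetic fluorescence after stimulation buffer; on the % scale 0 is the no-effect control and ±100 the full control effect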
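Thallium flux via FluxOr fluorescence (Red40 quencher, 45 min loading) in U2OS cells virally expressing the KCNH2 3.1 isoform (1.77 x 10^8 /mL virus, overnight at 37 C). Rate constants from 2-min kinetic reads post-stimulation, normalised to positive and negative controls.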
USP2a inh: qHTS Assay for Inhibitors of Ubiquitin-specific Protease USP2a Using CHOP2 as the Reporter; Ubiquitin carboxyl-terminal hydrolase 2 (Homo sapiens), O75604; USP2 core, Ub-CHOP2 coupled fluorogenic reporter, 485/531; Potency, µM (doses to about 38.3 µM), without a hit: top-dose activity change, negative = inhibition, usual class: inhibitors; 0.01% of 330,000 active;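 further: potency means the concentration at half of the fitted maximal effect; plate controls were DMSO wells for no effect and full inhibition by NEM control for full effect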
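Deubiquitinase activity read as fluorescence (485/531 nm) after Ub-CHOP2 cleavage activates the enterokinase reporter on its substrate; USP2 core 10nM, Ub-CHOP2 and substrate 25nM each, 30min compound preincubation then 60min RT; data normalized to NEM, curves fitted.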
TSHR antagonist: Antagonists of the Thyroid Stimulating Hormone Receptor: HTS campaign | 0.2% of 330,000 active | TSHR-expressing cells, TSH-stimulated cAMP HTRF, 2 h; hits give low values | activity change, negative = inhibition, % at 11.5 µM | Thyrotropin receptor (Homo sapiens), P16473;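 active means activity change below a set negative limit, meaning inhibition stronger than a set level, cut at about -70% in these data; inconclusive means activity change between two set negative limits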; further: on the % scale 0 is the no-effect control and ±100 the full control effect
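TSHR-expressing cells, 200/well, pre-treated with compound, then stimulated with EC80 TSH (4nM final) for 2 hours at 37 deg C. cAMP measured by competitive HTRF: anti-cAMP cryptate antibody in lysis buffer plus cAMP-d2, read after 30 minutes at room temperature.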
TCR activator: Activators of T cell receptors: qHTS campaign | AID 504894, 2011 | 330,000 tested, under 10 active | Potency, µM (highest dose often 9.22 µM), without a hit: at the top dose activation of IL-2 secretion, hits mostly activators | primary human leukocytes, anti-CD3, IL-2 HTRF, 48 h; further: % of control where 0% means no effect
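HTRF read-out of IL-2 secretion: europium cryptate donor excited at 320nm, d2 acceptor emission at 665nm. Cells were primary human leukocytes incubated 48 hr with compounds and a-CD3 beads, supplying TCR signal only.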
Eya2 phos inh: qHTS Assay for Inhibitors of the Phosphatase Activity of Eya2; Potency, µM (highest dose often 76.9 µM), for inactives: at the highest dose activity, negative = inhibition, actives largely listed as inhibitors; 0.006% of 330,000 active; Protein phosphatase EYA2 (Homo sapiens), O00167; recombinant Eya2, OMFP fluorescence dephosphorylation (OMFP is methylfluorescein phosphate); AID 488837, 2010; further: potency means the concentration at half of the fitted maximal effect; on the % scale 0 is the no-effect control and ±100 the full control effect
Target sequence (O00167 whole entry, looked up): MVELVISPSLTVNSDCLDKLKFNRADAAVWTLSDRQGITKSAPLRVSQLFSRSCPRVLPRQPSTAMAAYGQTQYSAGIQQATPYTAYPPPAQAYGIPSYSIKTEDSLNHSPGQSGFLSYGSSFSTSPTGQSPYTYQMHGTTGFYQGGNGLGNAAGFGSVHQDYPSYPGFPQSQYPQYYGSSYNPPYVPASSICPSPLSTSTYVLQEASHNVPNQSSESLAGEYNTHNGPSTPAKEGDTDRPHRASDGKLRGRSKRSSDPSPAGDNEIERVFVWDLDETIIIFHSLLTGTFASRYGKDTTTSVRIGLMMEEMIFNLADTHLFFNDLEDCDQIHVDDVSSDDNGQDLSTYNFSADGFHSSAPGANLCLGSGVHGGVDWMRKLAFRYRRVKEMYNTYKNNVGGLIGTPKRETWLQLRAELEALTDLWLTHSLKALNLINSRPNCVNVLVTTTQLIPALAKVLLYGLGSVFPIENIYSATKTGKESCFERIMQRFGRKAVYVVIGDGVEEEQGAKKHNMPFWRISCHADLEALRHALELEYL
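Eya2 protein (added as 0.2 uM solution) was preincubated with compound for 10 min at ambient temperature in 50 mM HEPES pH 7.5, 50 mM NaCl, 5 uM MgCl2, 0.05% BSA, 1 mM DTT. OMFP (added at 50 uM) then reacted 10 min; fluorescence read at 485/525 nm.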
Mito fusion act: qHTS Assay for Small Molecule Inhibitors of Mitochondrial Division or Activators of Mitochondrial Fusion; S. cerevisiae fusion-defective mutant growth rescue, CellTiterGlo 48 h; AID 485298, 2010; 0.23% of 320,000 active; Potency, µM (series often up to 46.1 µM), for inactives: top-dose growth rescue (activation), usual class: activators;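 further: potency means the concentration at half of the fitted maximal effect; % of control where 0% means no effect; nearly all actives have a fitted effect of over 45% in size; temperature-sensitive fusion mutants such as fzo1-1 at 37 °C on non-fermentable ethanol glycerol medium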
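Read-out: ATP-based luminescence (CellTiterGlo, 10 min ambient) reporting growth of fusion-defective ts yeast after 48 hours at 37C on glycerol/ethanol YPEG medium in the presence of compound.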
A-T KAP1 phos: qHTS Assay for Identifying a Potential Treatment of Ataxia-Telangiectasia | AID 485349, 2010 | […] A-T fibroblasts, KAP-1 phosphorylation AlphaLISA; neocarzinostatin DNA damage 30 min before lysis | 0.19% of 320,000 active | Potency, µM (titrated, usually from 57.5 µM), inactives show at the top dose activation, hits mostly activators; further: potency means the concentration at half of the fitted maximal effect; % of control where 0% means no effect; nearly all actives have a fitted effect of over 45% in size
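hTERT-immortalized A-T patient fibroblasts ([…]), 500 cells/well in OPTI-MEM, 1% FBS, got compounds for 60 min, then NCS for 30 min at 37C. Lysates were then assayed for phospho-KAP-1 by AlphaLISA (anti-pKAP1 donor, anti-KAP1 acceptor beads), 6 hr at 25C.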
ELG1 repair inh: qHTS screen for small molecules that inhibit ELG1-dependent DNA repair in human embryonic kidney (HEK293T) cells expressing luciferase-tagged ELG1 | HEK293T ELG1-luciferase reporter, luminescence, 16 h; DNA damage induced by 5-fluorouridine | Potency, µM (series often up to 46.1 µM), for the others: at the highest dose activity change, negative = inhibition, usual class: inhibitors | 2.3% of 330,000 active | AID 504467, 2011; further: potency means the concentration at half of the fitted maximal effect; on the % scale 0 is the no-effect control and ±100 the full control effect; nearly all actives have a fitted effect of over 55% in size
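Overnight (16 hr) co-exposure of 2,000 cells/well to 5-fluorouridine and compound at 37 °C preceded detection. Luciferase was quantified via ONE-Glo luminescence; loss of signal denotes inhibition.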
hERG WT inh: qHTS for Inhibitors of KCHN2 3.1: Wildtype qHTS. U2OS, BacMam KCNH2, thallium flux FluxOr; hits give low values. AID 720551, 2013. Voltage-gated inwardly rectifying potassium channel KCNH2 (Homo sapiens), Q12809. activity change, % at 1.84 µM. 0.37% of 340,000 active;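 active means maximum activity change below -70%; inconclusive means maximum activity change between -70% and -50%; inactive means maximum activity change above -50%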; further: on the % scale 0 is the no-effect control and ±100 the full control effect
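U2OS cells were transduced with wild-type KCNH2 virus (2.03 x 10^8 / mL) for 4 h at room temperature, then cultured overnight at 37 C. Thallium flux was read with FluxOr dye. Rate constants were normalized to DMSO controls.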
TRPV1 agonist: HTS Assay for Compounds that Act as Agonists of the Vanilloid Receptor 1 | activation, % at 8.33 µM | TRPV1-expressing cells, Fluo-8 calcium influx, agonist mode | AID 540275, 2011 | 0.19% of 320,000 active; in the data active means activation above about 80%; inconclusive means between about 30% and that limit; further: 0% is about no effect
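Fluo-8 calcium influx in TRPV1-expressing cells, kinetic read (ex 480/em 520 nm). Compound added and read 3 min for agonist activity, followed by capsaicin at EC20 final and 2 min further read for enhancement.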
* marks the source's active call; other numbers are inactive results; ? = inconclusive; . = not tested or not shown; [ ] = remark or other dose. Unless noted, the call rests on the fitted dose curve; in most records, active means well fitted curve in the direction sought with a large enough effect; inconclusive means small, poorly fitted or top-dose-only effect, or another doubt; inactive means no such curve, though single readings can be large; an effect the other way counts as inactive or inconclusive.

SMILES	KCNH2 3.1 inh	USP2a inh	TSHR antagonist	TCR activator	Eya2 phos inh	Mito fusion act	A-T KAP1 phos	ELG1 repair inh	hERG WT inh	TRPV1 agonist
O=C(NCCN1CCN(c2ccccc2)CC1)C1CCN(S(=O)(=O)c2cccs2)CC1	-2.6	-0.1%	5.1	-5.6%	10.9%	0.9%	-3.3%	-13.8%	3.4	-0.7
CCSc1nnc(NC(=O)Cc2cccc(OC)c2)s1	-25.7	-0.3%	-5.1	3.8%	-38.8%	2.4%	4.2%	-7.2%	-7.0	7.3
Nc1ncnc2c1ncn2C1OC(C(=O)NC2CC2)C(O)C1O (centres undefined)	3.6	0.8%	16.3	13.5%	-28.0%	-7.9%	-10.7%	-2.5%	-2.3	1.3
Cc1cc(/C=C2/NC(=O)NC2=O)c(C)n1-c1ccncc1	-8.9	4.9%	-7.4	5.7%	-18.1%	-2.6%	3.8%	-6.6%	-2.6	-6.3
O=C(Cn1ncc2c(=O)oc3ccccc3c21)N1CCc2ccccc2C1	30.5	0.6%	3.9	-1.8%[46.1 µM]	-25.1%	-0.9%	-1.8%	3.2%	7.8	1.3
O=C(COC(=O)c1ccc(N2CCCC2=O)cc1)c1ccccc1	1.9	0.8%	-1.6	-1.9%	-4.6%	-11.3%	0.5%	?	-24.6	0.6
COc1ccc(CCN2CC(C(=O)Nc3ccc(S(C)(=O)=O)cc3)CC2=O)cc1OC (centres undefined)	-7.8	2.5%	-4.3	-4.1%	13.4%	-1.7%	-3.9%	8.2%	4.8	-3.6
CCOc1ccccc1C(=O)N1CCC(n2nnc3cc(C(F)(F)F)ccc32)CC1	-1.4	0.6%	0.6	.	-15.9%	-0.2%	2.3%	20.6µM*	5.5	0.2
CC1(C)CC(=O)C(CC2=C(N)CC(C)(C)CC2=O)=C(N)C1	5.9	2.7%	-2.5	-6.3%	-8.5%	11.2%	-0.2%	1.3%	-13.4	1.3
CC(=O)NC1Sc2ccccc2N=C1c1ccccc1 (centres undefined)	-14.8	-0.2%	-2.8	-0.7%	4.4%	-2.4%	2.4%	?	1.6	1.2
O=C(COC(=O)c1ccccc1O)Nc1cccc(S(=O)(=O)NC2=NCCCCC2)c1	6.2	1.3%	-1.1	-2.5%	-4.1%	-1.3%	-12.2%	0.0%	3.0	-0.3
O=C(COC(=O)CNC(=O)c1ccc(Cl)c([N+](=O)[O-])c1)NC(=O)c1ccccc1	-8.9	1.0%	-8.8	-2.8%	2.9%	1.2%	1.0%	3.0%	16.3	-0.5
Cc1ccc(C(=O)Nc2ccc(N3CCN(S(C)(=O)=O)CC3)cc2)cc1	6.8	2.6%	-0.4	.	-14.1%	-0.6%	-0.9%	27.2%	-18.0	5.3
Cc1cccc(C)c1NC(=O)CCS(=O)(=O)c1cccc2nsnc12	8.4	6.0%	9.0	1.2%	6.0%	-1.2%	3.3%	-8.4%	-8.5	-2.8
C=CCOc1c(OC)cc(/C=N/Nc2cccc(C(=O)O)c2)c(Br)c1Br	-0.4	-0.9%	-6.1	-1.7%[46.1 µM]	3.5%	20.3%	8.8%	?	2.2	-3.1
COc1ccc(-c2cc3ccc(OCC(C)=O)cc3oc2=O)cc1	3.0	2.6%	1.0	-3.4%	-7.1%	1.5%	7.1%	?	-29.1	0.0
Cc1c(N=C2N=C(NC(=O)c3ccc(F)cc3)c3ccccc32)c(=O)n(-c2ccccc2)n1C	-6.8	?	3.8	-5.7%	20.0%	-0.4%	-6.4%	?	-5.8	4.7
CCCCCCN1Cc2ccccc2C1	-7.5	1.1%	9.9	-1.2%	-4.7%	-2.6%	13.7%	-1.0%	13.2	0.2
C/C(=N\Nc1nc(C(=O)O)cs1)c1ccccc1	1.4	6.5%	-4.2	0.5%	-12.3%	3.6%	-8.4%	?	-1.7	-0.5
Cc1ccc(C(=O)NCC(=O)NCC(=O)OCC(=O)c2ccc([N+](=O)[O-])cc2)cc1	-5.9	2.1%	-3.9	0.7%	17.3%	-2.6%	-1.0%	0.4%	9.5	-3.3
NC(=O)c1ccc(Nc2ccc([N+](=O)[O-])cc2[N+](=O)[O-])cc1	5.1	0.2%	-13.9	0.7%	-2.8%	0.8%	-2.3%	0.5%	-0.4	1.8
O=C(Nc1cccnc1)c1cccnc1	4.0	-3.6%	-4.0	-13.2%[46.1 µM]	-13.3%	2.1%	1.0%	4.3%	0.3	-8.4
Cc1noc(C)c1S(=O)(=O)N1CCCCC1	-12.6	5.7%	7.3	-0.2%	6.5%	-1.0%	-5.8%	-0.3%	-1.1	-2.9
CC(C)(C)OC(=O)NCc1ccc(CNC(=O)c2ncn(Cc3ccccc3)c2C(=O)NCc2ccc(CNC(=O)OC(C)(C)C)cc2)cc1	.	5.8%	0.8	-69.6%	-1.1%	.	5.5%	?	.	.
CCN(Cc1ccccc1)C(=O)Cn1cc2c(n1)CCCC2	2.4	0.6%	-4.5	-8.2%	1.1%	-0.3%	2.7%	9.1%	0.5	13.4
O=C(CN1CCN(c2ccccn2)CC1)NC1CCCCC1	-3.4	-0.1%	2.1	8.1%	-30.6%	-0.4%	-2.5%	-5.3%	-1.8	0.2
COCCn1c(SCc2cccnc2)nnc1-c1c[nH]c2ccccc12	0.3	-0.1%	4.4	-8.0%	10.1%	-2.9%	17.7%	0.9%	2.1	7.8
Nc1ncnc(N)c1N=Nc1ccccc1	-5.0	-6.8%	-15.5	-7.2%	-17.4%	-24.7%	-13.2%	-1.4%	-6.5	29.5
Cc1cccc(C)c1NC(=O)CNC(=O)c1c(C)nn(C)c1Cl	0.2	2.2%	2.0	-4.1%	8.5%	-41.3%[inhibitor]	-0.3%	?	6.5	-3.0
O=C(NNC(=O)C12CC3CC(CC(O)(C3)C1)C2)c1csc(N2CCOCC2)n1	5.1	1.8%	-4.5	-1.0%	0.2%	2.5%	0.6%	9.3%	-5.1	-3.6
CCOC(=O)c1ccccc1NC(=O)Cc1sc(-c2cccnc2)nc1-c1ccc(C)cc1	.	-1.4%	-11.1	0.2%[46.1 µM]	1.8%	6.7%	18.3%	?	.	2.5
COc1ccc(C(=O)C2CCCN(Cc3cccn3-c3ccccn3)C2)c(OC)c1 (centres undefined)	-91.0*	14.9%	1.7	0.8%	2.2%	11.1%	2.5%	?	-48.0	1.9
Cc1nc2cc(NC(=O)N3CCC(c4ccccc4)C3)ccc2n1C (centres undefined)	-16.9	5.2%	-3.1	1.3%	9.6%	2.2%	-1.0%	?	5.8	0.2
Cn1nc(C(=O)NCc2ccccc2)cc1C(=O)NCc1ccccc1	1.5	-1.5%	-33.2	11.0%	-1.3%	-2.6%	0.0%	-11.6%	3.2	-2.0
CS(=O)(=O)Oc1ccc(Br)c2cccnc12	5.2	0.3%	-5.2	2.4%	-10.0%	-11.0%	4.5%	-2.7%	13.4	-4.5
Cc1c(Cl)cccc1NC(=S)NCCC(C)C	14.2	0.1%	-5.2	-0.1%	0.3%	1.6%	8.5%	3.8%	-13.1	25.5
COc1cccc(NC(=O)CN(C)C(=O)c2cc3c(s2)CCC3)c1	-11.0	-0.4%	-2.8	4.6%	7.2%	-8.2%	0.1%	?	-4.3	0.6
Cc1ccc(-n2c(=S)[nH]c3c(oc4ccccc43)c2=O)cc1C	-0.3	-6.5%	26.2	-27.2%[46.1 µM]	1.1%	22.2%	-4.0%	?	14.1	-1.8
C=CCn1c(C)nc2c(cnn2-c2ccccc2)c1=O	5.0	3.8%	-6.8	-1.6%	8.2%	-0.7%	-1.0%	-1.0%	26.5	0.4
CCOc1ccc(N(CC(=O)NCCSCc2ccc(Cl)cc2)S(C)(=O)=O)cc1	-4.5	-0.6%	-8.3	.	-1.5%	2.4%	3.1%	?	7.4	-2.2
COc1ccc2cnn(-c3ccccc3C)c(=O)c2c1OC	-2.9	-0.3%	0.5	-4.9%[46.1 µM]	-3.2%	0.0%	1.2%	-0.4%	-4.6	-4.3

A portion of the library (hit frequency here may not be typical).
